Compound activity (PubChem)
IDH1 mut inh = blocks human IDH1 R132H reductase activity; O75874; diaphorase/resazurin fluorescence, 60 min; inhibition, % at 10 µM; actives 0.18% (n = 70,000); AID 624101; in the data active means inhibition above about 34%;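 further: 0% = DMSO and 100% = no enzyme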
Target sequence (O75874 whole entry R132H): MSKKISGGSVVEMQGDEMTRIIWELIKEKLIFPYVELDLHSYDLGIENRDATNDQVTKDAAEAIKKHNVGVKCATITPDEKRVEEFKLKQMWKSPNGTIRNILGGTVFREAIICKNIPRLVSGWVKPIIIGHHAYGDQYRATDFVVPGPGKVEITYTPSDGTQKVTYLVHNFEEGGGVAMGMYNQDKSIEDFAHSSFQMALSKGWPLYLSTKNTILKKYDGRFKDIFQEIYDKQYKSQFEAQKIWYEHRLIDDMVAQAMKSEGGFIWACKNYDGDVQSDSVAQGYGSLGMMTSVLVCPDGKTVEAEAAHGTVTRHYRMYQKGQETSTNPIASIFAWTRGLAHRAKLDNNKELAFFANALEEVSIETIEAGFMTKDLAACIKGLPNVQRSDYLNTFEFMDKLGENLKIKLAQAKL
PRC2 inh = inhibitors of human EZH2/PRC2 methyltransferase; Q15910; PRC2 H3K27 methylation, DELFIA TRF, 1 h; AID 651548; inhibition, % at 12.5 µM; actives 0.35% (n = 57,000);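 active means mean inhibition of replicates at least 50% and every single replicate also reaching 50%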;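 further: dimethyl H3K27 on biotinylated H3 21-44 peptide detected by antibody; plate controls were median neutral control wells for no effect and median positive control wells for full effect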
Starred values were filed as active, the others as inactive; . = not tested or not shown.

| SMILES | IDH1 mut inh | PRC2 inh |
| --- | --- | --- |
| C[C@@H]1CN([C@H](C)CO)C(=O)c2cc(NC(=O)Cc3ccccc3)ccc2O[C@@H](C)CCCCO[C@@H]1CN(C)S(=O)(=O)c1ccccc1 | -1.9 | . |
| CO[C@H](CN(C)Cc1cc(F)ccc1F)[C@@H](C)CN([C@@H](C)CO)S(=O)(=O)c1ccc(C)cc1 | -0.4 | 10 |
| CC(C)NC(=O)Nc1cccc2c1O[C@@H](CN(C)S(=O)(=O)c1cccs1)[C@H](C)CN([C@H](C)CO)C2=O | -0.6 | . |
| CCC(=O)N1C[C@@H](C)[C@H](OC)CN(C)C(=O)c2ccc(NC(=O)C3CCOCC3)cc2OC[C@H]1C | . | -14 |
| CCn1c(SCC(=O)Nc2c(C)cc(C)cc2C)nnc1-c1ccc(Br)cc1 | -0.1 | 1 |
| C[C@H](CO)N1C[C@H](C)[C@@H](CN(C)C(=O)CCC(F)(F)F)OCc2ccccc2-c2c(n(C)c3ccccc23)C1=O | . | -11 |
| Cc1ccc(-c2ccc3c(c2)O[C@H](CN(C)CC2CC2)[C@H](C)CN([C@@H](C)CO)S3(=O)=O)cc1 | 0.0 | -17 |
| O=C(C[C@@H]1C[C@@H]2c3cc(NS(=O)(=O)c4ccccc4)ccc3O[C@@H]2[C@H](CO)O1)NCC(F)(F)F | 0.0 | 0 |
| C[C@@H]1CN([C@@H](C)CO)C(=O)c2cc(NC(=O)CCCN(C)C)ccc2O[C@H]1CN(C)Cc1ccccc1 | 0.8 | -11 |
| C[C@H]1CN([C@@H](C)CO)C(=O)c2cc(NC(=O)Cc3ccccc3)ccc2O[C@@H]1CN(C)Cc1ccncc1 | 0.6 | -6 |
| CCCNC(=O)Nc1ccc2c(c1)OC[C@@H](C)N(C(=O)C1CCOCC1)C[C@H](C)[C@@H](OC)CN(C)C2=O | -0.1 | -18 |
| CC(C)=CCC/C(C)=C/CC(O)/C(C)=C/Cc1cc(C(=O)O)ccc1O (stereo not given) | 0.2 | -4 |
| CNC[C@@H]1Oc2ccc(NC(=O)Cc3ccccc3)cc2C(=O)N([C@H](C)CO)C[C@H]1C | -0.3 | -1 |
| Cc1ccc(S(=O)(=O)N[C@@H]2C=C[C@@H](CC(=O)NCCN3CCCCC3)O[C@H]2CO)cc1 | 0.1 | 0 |
| COc1cccc(S(=O)(=O)N[C@H]2CC[C@H](CCNC(=O)Cc3ccncc3)O[C@@H]2CO)c1 | -0.3 | -7 |
| C[C@@H]1CN([C@@H](C)CO)C(=O)c2c(c3ccccc3n2C)-c2ccccc2CO[C@@H]1CN(C)C(=O)CCN(C)C | -0.4 | -22 |
| Cc1ccc(-c2cn(S(=O)(=O)c3cccc4nsnc34)nc2N)cc1 | -0.4 | 4 |
| C[C@@H]1CN([C@@H](C)CO)C(=O)c2cc(NC(=O)Nc3cccc4ccccc34)ccc2O[C@@H](C)CCCCO[C@@H]1CN(C)S(=O)(=O)c1cn(C)cn1 | -0.3 | . |
| O=[N+]([O-])c1ccccc1-c1ccc(-c2nn3c(-c4ccccc4)nnc3s2)o1 | 0.0 | 10 |
| O=C(O)C[C@H]1C[C@H]2c3cc(NC(=O)CC4CC4)ccc3O[C@H]2[C@H](CO)O1 | -0.9 | 4 |
| CN(C)CC(=O)N[C@@H]1CC[C@@H](CCNC(=O)Nc2ccc(C(F)(F)F)cc2)O[C@H]1CO | 0.6 | -33 |
| COCC(=O)Nc1ccc2c(c1)[C@H]1C[C@@H](CC(=O)NCc3ccncc3)O[C@@H](CO)[C@H]1O2 | -0.8 | 1 |
| C[C@@H]1CN([C@@H](C)CO)C(=O)c2cc(C#C[C@@H](C)O)cnc2O[C@@H]1CN(C)C(=O)CC1CC1 | -0.1 | -12 |
| COc1ccc(S(=O)(=O)Nc2cccc3c2O[C@H](CN(C)C(=O)NC2CCCCC2)[C@@H](C)CN([C@H](C)CO)C3=O)cc1 | -1.3 | . |
| COc1cccc(S(=O)(=O)N[C@@H]2C=C[C@H](CC(=O)NCc3ccc(F)cc3)O[C@@H]2CO)c1 | 0.1 | 1 |

The last five compounds of the part above are carried over, then new ones follow.
| SMILES | IDH1 mut inh | PRC2 inh |
| --- | --- | --- |
| CN(C)CC(=O)N[C@@H]1CC[C@@H](CCNC(=O)Nc2ccc(C(F)(F)F)cc2)O[C@H]1CO | 0.6 | -33 |
| COCC(=O)Nc1ccc2c(c1)[C@H]1C[C@@H](CC(=O)NCc3ccncc3)O[C@@H](CO)[C@H]1O2 | -0.8 | 1 |
| C[C@@H]1CN([C@@H](C)CO)C(=O)c2cc(C#C[C@@H](C)O)cnc2O[C@@H]1CN(C)C(=O)CC1CC1 | -0.1 | -12 |
| COc1ccc(S(=O)(=O)Nc2cccc3c2O[C@H](CN(C)C(=O)NC2CCCCC2)[C@@H](C)CN([C@H](C)CO)C3=O)cc1 | -1.3 | . |
| COc1cccc(S(=O)(=O)N[C@@H]2C=C[C@H](CC(=O)NCc3ccc(F)cc3)O[C@@H]2CO)c1 | 0.1 | 1 |
| COc1ccc(S(=O)(=O)Nc2cccc3c2O[C@H](CN(C)S(=O)(=O)c2ccccc2)[C@H](C)CN([C@@H](C)CO)C3=O)cc1 | -3.1 | . |
| O=C(CC1Nc2cccc3cccc(c23)NC1=O)Nc1ccc(F)cc1 (stereo not given) | -0.5 | -35 |
| C[C@@H]1CN([C@@H](C)CO)C(=O)c2cc(NC(=O)c3ccncc3)ccc2O[C@H]1CN(C)Cc1ccc(-c2ccccc2)cc1 | 3.9 | . |
| C[C@H](CO)N1C[C@H](C)[C@H](CN(C)C(=O)Nc2ccccc2)Oc2ncc(C#Cc3ccc(F)cc3)cc2C1=O | 0.4 | -42 |
| CCC(=O)Nc1ccc2c(c1)C(=O)N(C)C[C@@H](OC)[C@@H](C)CN(C(=O)c1ccccn1)[C@@H](C)CO2 | 0.1 | 5 |
| C[C@@H]1CN([C@@H](C)CO)C(=O)c2cccc(NC(=O)Nc3ccc4c(c3)OCO4)c2O[C@H]1CN(C)S(C)(=O)=O | 1.2 | . |
| COCc1cn(CC[C@@H]2CC[C@@H](NC(=O)c3ccc(F)cc3)[C@H](CO)O2)nn1 | 0.0 | -12 |
| CCc1c(C)sc(NC(=O)COc2ccccc2)c1C(=O)N1CCOCC1 | 0.1 | -6 |
| COCc1cn(CC[C@@H]2CC[C@@H](NC(=O)Cc3cccnc3)[C@H](CO)O2)nn1 | -0.2 | 14 |
| C[C@H](CO)N1C[C@H](C)[C@@H](CN(C)C(=O)CCCN(C)C)OCCCC[C@H](C)Oc2ccc(NS(=O)(=O)c3cccs3)cc2C1=O | 1.6 | . |
| COc1ccc(-c2noc(CSc3nnc(-c4ccccc4)n3C)n2)cc1 | 0.1 | . |
| C[C@H](CO)N1C[C@H](C)[C@H](CN(C)CC2CC2)Oc2ccc(NC(=O)Cc3ccccc3)cc2C1=O | -1.4 | -6 |
| C[C@H]1CCCCO[C@H](CN(C)C(=O)Nc2ccc(F)cc2)[C@@H](C)CN([C@@H](C)CO)C(=O)c2cc(NC(=O)CCCN(C)C)ccc2O1 | 4.8 | . |
| CCCNC(=O)Nc1ccc2c(c1)C(=O)N(C)C[C@H](OC)[C@H](C)CN(Cc1cncnc1)[C@@H](C)CO2 | 0.3 | 5 |
| CCn1c(NCc2ccccc2O)nc2ccccc21 | -0.5 | 4 |
| CNC(=O)Oc1ccc2c(c1)[C@]1(C)CCN(C)[C@@H]1N2C | 0.5 | . |
| CO[C@H]1CN(C)C(=O)c2ccc(NC(=O)NC(C)C)cc2OC[C@@H](C)N(CC2CC2)C[C@@H]1C | -0.3 | 3 |
| CNC[C@H]1Oc2ccc(NC(=O)Cn3cnnn3)cc2CC(=O)N([C@@H](C)CO)C[C@H]1C | 1.6 | . |
| CCCNC(=O)C[C@H]1C[C@@H]2c3cc(NS(=O)(=O)c4ccccc4)ccc3O[C@@H]2[C@H](CO)O1 | -0.3 | -11 |
| CCC(=O)N(C)C[C@H]1Oc2cc(-c3cccc(F)c3)ccc2S(=O)(=O)N([C@@H](C)CO)C[C@H]1C | -3.9 | 0 |
| O=S(=O)(N[C@H]1CC[C@H](CCn2cc(-c3cccc(F)c3)nn2)O[C@H]1CO)c1ccc(Cl)cc1 | 0.0 | 8 |
| C[C@H]1CCCCO[C@@H](CN(C)S(=O)(=O)c2ccc(Cl)cc2)[C@@H](C)CN([C@@H](C)CO)C(=O)c2cc(N(C)C)ccc2O1 | . | 3 |
| CNC[C@H]1Oc2ccc(NC(=O)Cc3ccccc3)cc2CC(=O)N([C@@H](C)CO)C[C@@H]1C | -1.0 | 7 |
| CCS(=O)(=O)c1nc2ccccc2n1CC(=O)N1CCOCC1 | 0.0 | -9 |
| C[C@@H]1CN([C@H](C)CO)C(=O)Cc2cc(NS(=O)(=O)c3ccc(Cl)cc3)ccc2O[C@@H]1CN(C)S(=O)(=O)c1ccc(Cl)cc1 | 0.5 | . |
| C[C@H](CO)N1C[C@H](C)[C@H](CN(C)C(=O)Nc2ccc(F)cc2)Oc2ccc(NC(=O)Nc3ccccc3)cc2CC1=O | -1.1 | . |
| C[C@H]1CN([C@@H](C)CO)C(=O)c2cc(/C=C/c3ccccc3)cnc2O[C@@H]1CN(C)Cc1ccc2c(c1)OCO2 | 0.3 | . |
| C[C@@H]1CN([C@@H](C)CO)C(=O)c2cc(C#CC3CCCCC3)cnc2O[C@@H]1CN(C)S(C)(=O)=O | -3.2 | . |
| C[C@@H]1CN([C@H](C)CO)C(=O)Cc2cc(NC(=O)C3CCCCC3)ccc2O[C@@H]1CN(C)C(=O)Nc1cccc2ccccc12 | 1.8 | . |
| O=C(Nc1ccc(F)cc1)Nc1ccc2c(c1)[C@@H]1C[C@H](CC(=O)N3CCCCC3)O[C@H](CO)[C@@H]1O2 | 0.0 | -5 |
| CC(=O)N(C)C[C@@H]1Oc2ncc(C#CCc3ccccc3)cc2C(=O)N([C@H](C)CO)C[C@@H]1C | 0.6 | -7 |
| C[C@H](CO)N1C[C@H](C)[C@@H](CN(C)C(=O)Nc2ccc3c(c2)OCO3)Oc2ccc(NS(C)(=O)=O)cc2C1=O | 0.9 | . |
| C[C@@H]1CN([C@H](C)CO)C(=O)c2cc(NS(C)(=O)=O)ccc2O[C@H]1CN(C)S(=O)(=O)c1ccccc1 | 0.1 | . |
| CO[C@@H]1CN(C)C(=O)c2ccc(NC(C)=O)cc2OC[C@@H](C)N(Cc2cc(-c3ccccc3)on2)C[C@H]1C | 0.0 | -3 |
| CCOc1ccccc1OCC(=O)Nc1cc(Cl)ccc1OC | -0.1 | 40 |
| O=C(NO)c1cccc(C(=O)N/N=C/c2cc3c(cc2Br)OCO3)c1 | . | 9 |
| C[C@H]1CN([C@@H](C)CO)C(=O)c2cc(-c3cccc(F)c3)cnc2O[C@@H]1CN(C)C(=O)Nc1ccccc1F | 8.7 | 10 |
| CC1(C)Cc2nc3nc(SCC(=O)Nc4ccccc4)nc(N)c3cc2CO1 | -0.7 | -11 |
| C[C@@H]1CN([C@@H](C)CO)C(=O)c2cc(NC(=O)Nc3ccc(F)cc3)ccc2O[C@H]1CN(C)Cc1ccccc1 | -0.6 | -3 |
| CO[C@H]1CN(C)C(=O)c2cc(NS(C)(=O)=O)ccc2OC[C@H](C)N(C(=O)CC2CC2)C[C@@H]1C | 0.3 | 7 |
| COc1ccccc1-c1ccc2c(c1)O[C@@H](CN(C)C(=O)Nc1cccc(F)c1)[C@H](C)CN([C@H](C)CO)S2(=O)=O | 0.7 | . |
| C[C@@H]1CN([C@@H](C)CO)C(=O)c2cccc(NS(=O)(=O)c3ccc(F)cc3)c2O[C@@H]1CN(C)C(=O)Nc1ccc2c(c1)OCO2 | 0.8 | . |
| COc1ccc(S(=O)(=O)N(C)C[C@H]2Oc3ccc(NC(=O)Nc4cccc5ccccc45)cc3C(=O)N([C@@H](C)CO)C[C@@H]2C)cc1 | 0.2 | . |
| COc1cccc(NC(=O)N[C@@H]2C=C[C@H](CC(=O)NCc3ccncn3)O[C@H]2CO)c1 | -0.2 | 32 |
| CCCC#Cc1ccc2c(c1)O[C@H](CN(C)C(=O)C1CCCCC1)[C@@H](C)CN([C@H](C)CO)S2(=O)=O | . | 5 |
| COc1ccc(NC(=O)N(C)C[C@@H]2Oc3ccc(NC(=O)Nc4ccc(F)cc4)cc3C(=O)N([C@@H](C)CO)C[C@H]2C)cc1 | -0.2 | . |
| C[C@@H]1CN([C@H](C)CO)C(=O)c2cc(C#CC3CCCCC3)cnc2O[C@H]1CN(C)S(=O)(=O)c1cccc(F)c1 | 0.0 | -6 |
| COc1cccc(-c2ccc3c(c2)O[C@H](CN(C)C(=O)C2CCOCC2)[C@@H](C)CN([C@@H](C)CO)S3(=O)=O)c1 | 2.5 | -6 |
| C[C@@H]1CN([C@H](C)CO)C(=O)Cc2cc(NC(=O)c3ccncc3)ccc2O[C@H]1CN(C)C(=O)Nc1ccc(F)cc1 | 3.9 | 11 |
| C[C@H]1CN([C@@H](C)CO)C(=O)Cc2cc(N(C)C)ccc2O[C@@H]1CN(C)C(=O)Nc1ccc(F)cc1 | 0.9 | . |

(listing goes on)
| SMILES | IDH1 mut inh | PRC2 inh |
| --- | --- | --- |
| CCOc1ccc(NC(=O)Cn2c(-c3ccc(OC)cc3)nc3sc4c(c3c2=O)CCCC4)cc1 | -0.4 | 7 |
| CCOc1ccc(NC(=O)C2CC(=O)n3cnnc3N2)cc1 (stereo not given) | -0.3 | -2 |
| COc1ccc(NC(=O)Cc2nc(-c3ccc(OC)cc3)cs2)cc1 | -0.2 | 11 |
| C[C@H]1CN([C@@H](C)CO)C(=O)c2cccc(NS(=O)(=O)c3ccc(F)cc3)c2O[C@H]1CN(C)Cc1ccc(Cl)c(Cl)c1 | 0.8 | . |
| Cc1ncc(CO)c(/C=N/NC(=O)c2ccc(C(=O)NO)cc2)c1O | . | 11 |
| CCS(=O)(=O)N[C@@H]1C=C[C@H](CC(=O)Nc2ccc(-c3ccccc3)cc2)O[C@@H]1CO | 0.1 | 7 |
| C[C@H]1CN([C@@H](C)CO)C(=O)c2cc(NS(=O)(=O)c3ccccc3)ccc2O[C@H]1CN(C)Cc1ccc2c(c1)OCO2 | 1.0 | 10 |
| Cc1ccc(S(=O)(=O)N[C@@H]2C=C[C@@H](CC(=O)NCc3ccc(Cl)c(Cl)c3)O[C@H]2CO)cc1 | 0.0 | 13 |

The list is partial, so the mix of outcomes need not match the whole.
